TEAD-YAP inh = TEAD-YAP interaction inhibition, primary screen, TEAD-YAP interaction inhibitor project, luminescence, HEK-TIYL cells; 1.4% of 640,000 active; TEAD-Gal4/YAP UAS-luciferase luminescence; inhibition, % at 9.12 µM; AID 1259422, 2018; in the data active = inhibition above about 32%;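 note: 0% = median of test compound wells and 100% = reference inhibitor wells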
MITF inh = MITF inhibitors, primary screen, biochemical, AlphaScreen, human. Microphthalmia-associated transcription factor (Homo sapiens), O75030. AlphaScreen MITF homodimerization, bead proximity signal. inhibition, % at 2.6 µM. 0.91% of 650,000 active; in the data active = inhibition above about 50%;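 note: 0% = vehicle wells with protein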
Target sequence (O75030 whole entry, looked up): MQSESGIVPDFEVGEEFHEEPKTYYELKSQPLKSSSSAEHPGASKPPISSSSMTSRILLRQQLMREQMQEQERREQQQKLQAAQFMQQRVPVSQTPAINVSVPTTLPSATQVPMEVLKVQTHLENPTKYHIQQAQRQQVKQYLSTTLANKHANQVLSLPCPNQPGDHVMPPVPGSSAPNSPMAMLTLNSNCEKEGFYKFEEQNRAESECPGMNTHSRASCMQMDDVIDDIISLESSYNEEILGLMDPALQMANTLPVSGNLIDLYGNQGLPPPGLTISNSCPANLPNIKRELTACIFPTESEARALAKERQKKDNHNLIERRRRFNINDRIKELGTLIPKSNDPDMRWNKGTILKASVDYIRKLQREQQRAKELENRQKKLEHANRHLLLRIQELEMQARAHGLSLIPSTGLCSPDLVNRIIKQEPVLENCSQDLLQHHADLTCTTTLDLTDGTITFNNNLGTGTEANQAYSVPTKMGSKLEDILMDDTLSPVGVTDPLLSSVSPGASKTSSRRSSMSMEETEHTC
FBW7 activator = FBW7 E3 ligase activators, primary screen, biochemical, AlphaScreen, human | AlphaScreen FBW7–phospho-cyclin E peptide binding, activator screen | normalized activity (activation), % at 26.1 µM | 0.13% of 650,000 active | AID 1259310, 2017; in the data active = normalized activity above about 1.9%;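 note: purified mutant Fbw7 with reduced substrate affinity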
GPR151 ag = activators of human GPR151, primary screen, cell-based, PathHunter beta-arrestin, luminescence; G-protein coupled receptor 151 (Homo sapiens), Q8TDV0; PathHunter beta-arrestin GPR151 cells; activation, % at 11.2 µM; 1% of 650,000 active; AID 1508602, 2020; in the data active = activation above about 4.9%;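 note: 0% = median of compound wells and 100% = cells with positive control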
Target sequence (Q8TDV0 whole entry, looked up): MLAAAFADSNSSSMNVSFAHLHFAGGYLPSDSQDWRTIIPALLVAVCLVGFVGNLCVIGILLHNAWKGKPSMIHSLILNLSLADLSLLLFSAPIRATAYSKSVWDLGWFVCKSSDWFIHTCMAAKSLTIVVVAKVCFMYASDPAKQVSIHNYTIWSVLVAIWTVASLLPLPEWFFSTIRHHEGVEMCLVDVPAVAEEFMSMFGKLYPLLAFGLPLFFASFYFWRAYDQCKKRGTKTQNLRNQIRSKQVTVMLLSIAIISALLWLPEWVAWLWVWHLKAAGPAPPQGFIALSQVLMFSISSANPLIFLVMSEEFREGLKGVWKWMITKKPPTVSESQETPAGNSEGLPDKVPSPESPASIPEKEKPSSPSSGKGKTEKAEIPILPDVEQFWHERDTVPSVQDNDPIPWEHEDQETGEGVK
* marks the source's active call; other numbers are inactive results.

SMILES	TEAD-YAP inh	MITF inh	FBW7 activator	GPR151 ag
COc1ccc(CNC(=O)c2nn3c(c2Cl)NC(c2ccc(C)cc2)CC3C(F)(F)F)cc1 (stereo not drawn)	13	-10	-0.1	-0.7
Brc1c(CSc2nnnn2-c2ccccc2)nc2ncccn12	5	1	-0.1	2.5
Cc1csc(NC(=O)/C=C/c2cccc([N+](=O)[O-])c2)n1	-21	3	0.0	-0.1
COc1ccc(OC)c(-n2c(=S)[nH]c3cc(C(=O)Nc4cc(OC)c(OC)c(OC)c4)ccc3c2=O)c1	5	6	-0.1	0.3
Cc1ccn(CN2CCN(Cn3ccc(C)n3)C2=S)n1	3	-3	0.2	0.9
Cc1c(Cl)cccc1NS(=O)(=O)c1c(C(C)C)cc(C(C)C)cc1C(C)C	6	-8	0.1	4.1
CC(C)(C)NC(=O)C(=O)NNC(=O)COc1ccc(Cl)cc1	0	3	-0.1	0.1
Cc1c(Cl)ccc2sc(NC(=O)C3=COCCO3)nc12	-76	-4	0.2	-1.1
CCc1oc2cc(OCC(=O)OC)ccc2c(=O)c1-c1ccc2c(c1)OCCO2	2	10	0.3	1.6
Cc1cccc(-n2c(SCC(=O)Nc3cc(C)on3)nnc2-c2ccco2)c1	8	2	-0.1	-0.8
CCOC(=O)c1sc(NC(=O)c2ccc(OC)cc2)nc1-c1ccccc1	11	0	0.2	-0.6
Cc1nn(CC(=O)Nc2cc(Cl)cc(Cl)c2)c(C)c1[N+](=O)[O-]	-2	19	-0.1	0.4
Nc1nnc(CC(=O)c2ccccc2)c(=O)[nH]1	-4	3	-0.1	0.7
CCCSc1ncccc1C(=O)Nc1c(C)noc1C	-2	4	-0.2	7.4*
O=C(O)c1ccccc1Cn1ccnc1	-3	5	0.2	0.1
N/C(=N\OC(=O)c1cccs1)c1cccc(Br)c1	-52	9	0.1	-0.3
CC(=O)c1ccc(N2CCN(C(=O)Cc3cccs3)CC2)cc1	-10	-1	-0.1	-2.0
OCc1ccccc1OCc1cccc2ccccc12	-16	6	0.2	5.3*
CC1(C)CC(=O)C=C(Nc2ccc(Br)cc2C#N)C1	-5	9	-0.2	1.9
COc1ccc(OCCn2cc(C=C3C(=O)N(C)C(=O)N(C)C3=O)c3ccccc32)cc1	8	4	-0.1	0.9
O=C(CC1C(=O)NCCN1Cc1ccc(F)c(F)c1)NCCc1cscn1 (stereo not drawn)	0	9	0.3	2.5
Cc1ccc(S(=O)(=O)Nc2ccc(-n3c(C)nc4ccccc4c3=O)cc2)cc1C	-1	16	0.1	-0.9
CN1C(=O)/C(=c2\sc3nc(-c4ccccc4)nn3c2=O)c2ccccc21	-9	1	0.0	-0.7
COc1cc(/C=N/n2cnnc2)ccc1OCCc1ccccc1	14	15	0.0	0.2
CCOC(=O)c1ccc(-n2c(O)c(C=Nc3cccc(O)c3)c3ccccc3c2=O)cc1	4	0	-0.3	-0.4
COc1ccc(-n2nc(C(=O)NCC(=O)NCCCN3CC(C)CC(C)C3)c3ccccc3c2=O)cc1Cl (stereo not drawn)	0	2	0.0	0.9
COc1ccc(CNC(=O)C(C)n2c3ccccc3c3cn[nH]c(=O)c32)cc1 (stereo not drawn)	4	0	0.0	-0.3
N#CCSc1nnnn1-c1ccc(Cl)cc1	8	0	-0.1	-0.5
CCN(C(=O)c1cc(OC)c(OC)cc1[N+](=O)[O-])c1ccccc1	-7	26	0.1	0.1
CC(C)n1cc(CN2CCc3c(nc(N4CCOCC4)[nH]c3=O)C2)c2ccccc21	0	8	0.0	0.4
COc1ccc(CN2CCc3c(nc(C)[nH]c3=O)C2)cc1CN1CCCC1	-4	-22	0.0	0.9
O=C(NCCCN1CCCC1=O)C1c2ccccc2Oc2ccccc21	6	15	0.5	-0.6
CCc1ccc(OC(=O)c2ccc(C(=O)Oc3ccc(CC)cc3)s2)cc1	-2	11	0.1	1.2
CCOc1ccccc1C1C2=C(CC(C)(C)CC2=O)N(c2ccc(Cl)c(Cl)c2)C2=C1C(=O)CC(C)(C)C2	-5	-2	0.0	0.3
C/C(CCc1ccc2c(c1)OCO2)=N\NC=O	0	17	0.1	-0.8
O=S1(=O)C=CC(Nc2cccc(O)c2)C1 (stereo not drawn)	8	-3	0.0	-0.8
CCOc1cc(C2C(C(=O)OC)=CN(CCOC)C=C2C(=O)OC)ccc1O	1	12	0.2	0.1
CN(C)c1ccc(C(=O)c2ccccc2)cc1	-26	2	0.3	0.6
CCCCNC(=O)CCc1nc(-c2cccc(OC)c2)no1	-2	3	0.1	3.3
N#Cc1cc(N)cnc1Nc1ccccc1	-8	0	-0.2	0.5
CCN1CCN(S(=O)(=O)c2cccc(S(=O)(=O)N3CCOCC3)c2)CC1	7	9	0.1	-0.2
CCOc1ccc2nc(NC(=S)N(C)C)sc2c1	31	26	-0.2	-3.1
COCCNC(=O)C(=O)NCC(c1cccnc1)N1CCN(c2ccccc2F)CC1 (stereo not drawn)	-2	-17	0.0	-1.1
COc1cccc(/C=C(\C#N)c2nc3ccc(C)cc3[nH]2)c1OCc1ccc(Cl)cc1Cl	-6	-9	0.1	0.9
COC(=O)c1cc2occc2n1Cc1nc(-c2ccccc2F)oc1C	-7	-9	-0.3	0.4

Rewritten with each value named: four of the compounds above
CCOc1ccc2nc(NC(=S)N(C)C)sc2c1
  TEAD-YAP inh: 31; MITF inh: 26; FBW7 activator: -0.2; GPR151 ag: -3.1
CN(C)c1ccc(C(=O)c2ccccc2)cc1
  TEAD-YAP inh: -26; MITF inh: 2; FBW7 activator: 0.3; GPR151 ag: 0.6
CCCCNC(=O)CCc1nc(-c2cccc(OC)c2)no1
  TEAD-YAP inh: -2; MITF inh: 3; FBW7 activator: 0.1; GPR151 ag: 3.3
CCN1CCN(S(=O)(=O)c2cccc(S(=O)(=O)N3CCOCC3)c2)CC1
  TEAD-YAP inh: 7; MITF inh: 9; FBW7 activator: 0.1; GPR151 ag: -0.2

(continued)
SMILES	TEAD-YAP inh	MITF inh	FBW7 activator	GPR151 ag
COC(=O)C1CCN(C(=O)CCCOc2ccccc2)CC1	-75	-10	0.0	-1.6
Cc1cccc(Oc2c([N+](=O)[O-])c(=O)n(C)c3ccccc23)c1	7	-14	-0.1	-1.5
O=C(CN1CCN(C(=O)NCc2ccc(Cl)cc2)CC1)c1cccs1	4	59*	1.1	-2.4
COc1cc2nc(NC(=O)c3ccc(C)c(C)c3)sc2cc1OC	0	-5	0.0	-0.7
Nc1c(C(=O)NCc2cccs2)sc2nc3cc4c(cc3cc12)OCCO4	-26	0	-0.1	-4.7
CC(C)(C)C1CCc2c(sc3c2C(=O)NC(NN)N3)C1 (stereo not drawn)	-13	19	0.8	0.0
FC(F)(F)c1ccc(Cn2cnc3c(NCc4ccccc4)nc(N4CCN(c5ccccn5)CC4)nc32)cc1	-4	-2	-0.1	1.5
CCN(CC)S(=O)(=O)c1cccc(-c2n[nH]c(=S)n2-c2cccc(OC)c2)c1	-2	7	-0.1	0.6
COc1cc2cc(CNc3ccccc3)c(=O)n(CC(=O)Nc3ccccc3F)c2cc1OC	-38	24	0.0	0.4
O=C1CCCC/C1=C\Nc1ccccc1NS(=O)(=O)c1ccc([N+](=O)[O-])cc1	11	8	-0.2	-0.7
COc1ccc(/C(N)=N/OC(=O)CSc2ccc(C)cc2)cc1OC	-1	-6	0.0	0.4
COc1ccc(NC(=S)N2CCN(Cc3ccccc3)CC2)c(OC)c1	-1	2	0.0	-1.2
COc1ccc(C2C(C(=O)Nc3ccc(F)cc3)=C(C)Nc3nc(CCCO)nn32)cc1 (stereo not drawn)	6	-8	-0.1	-0.6
Cc1ccc(NC(=O)COc2ccc(Cl)cc2C#N)cc1	-32	-9	0.1	0.2
Cc1cccc(NC(=O)C(=O)NC2CCCCC2)c1	-27	0	0.1	5.5*

Pulled by structure from above, six records:
SMILES	TEAD-YAP inh	MITF inh	FBW7 activator	GPR151 ag
Nc1c(C(=O)NCc2cccs2)sc2nc3cc4c(cc3cc12)OCCO4	-26	0	-0.1	-4.7
O=C(CN1CCN(C(=O)NCc2ccc(Cl)cc2)CC1)c1cccs1	4	59*	1.1	-2.4
O=C(O)c1ccccc1Cn1ccnc1	-3	5	0.2	0.1
CC(C)(C)C1CCc2c(sc3c2C(=O)NC(NN)N3)C1 (stereo not drawn)	-13	19	0.8	0.0
N#CCSc1nnnn1-c1ccc(Cl)cc1	8	0	-0.1	-0.5
COc1ccc(-n2nc(C(=O)NCC(=O)NCCCN3CC(C)CC(C)C3)c3ccccc3c2=O)cc1Cl (stereo not drawn)	0	2	0.0	0.9

More records:
SMILES	TEAD-YAP inh	MITF inh	FBW7 activator	GPR151 ag
CC(C)N1CCN(Cc2cnc(N(C)C)s2)CC1CCO (stereo not drawn)	-9	-1	-0.2	0.6
CC1CCCN(C(=O)Cn2c(-c3nonc3N)nc3ccccc32)C1 (stereo not drawn)	5	0	0.1	2.3
CN1CCN(C(c2ccc(Cl)cc2)c2nnnn2C2CCCC2)CC1 (stereo not drawn)	-1	12	-0.1	1.8
CN1CCN(c2nc(-c3ccc[nH]3)cs2)CC1	-5	6	0.0	1.0
CCc1cccc(CC)c1NC(=O)CSc1nncn1N	-7	4	0.4	0.6
CC1OC(Nc2cc(Sc3ccccc3)cc([N+](=O)[O-])c2)C(O)C(O)C1O (stereo not drawn)	-16	-4	0.2	1.1
O=[N+]([O-])c1ccc(OCCCCN2CCOCC2)cc1	19	10	0.1	1.1
COc1ccc(-c2cnc3ccc(NCc4ccccn4)nn23)cc1OC	2	-8	-0.1	-0.2
CN1CC(c2ccccc2)OC1=O (stereo not drawn)	2	-1	0.0	1.5
Cn1cccc1CC(=O)N/N=C\c1ccccc1Cl	-4	23	0.2	2.2
Cc1cccc(CC(=O)NCC2(c3cccs3)CCCC2)c1	8	-8	0.1	0.0
Cn1c(SCC(=O)Nc2cccc([N+](=O)[O-])c2)nnc1-c1cccnc1	5	12	0.1	0.0
CN1CCN(C(=O)/C=C/c2ccccc2Cl)CC1	-12	9	0.9	-0.5
CCN1CCN(C2=NC(=O)/C(=C/c3ccc(OCc4ccccc4)cc3)S2)CC1	7	-2	-0.1	0.3
CC(Nc1ccc(Cl)cc1)C(=O)N/N=C/c1cccc([N+](=O)[O-])c1 (stereo not drawn)	-7	14	0.2	0.0
Cc1cccc(C(=O)Nc2ccc(Cl)c(-c3nc4ccccc4[nH]3)c2)c1	3	-11	-0.1	-1.6
CCOc1cccc(NC(=O)c2snc3c(=O)[nH]c(C)nc23)c1	-6	-16	-0.1	-0.7
Cn1cnnc1-c1ccc(Nc2nccc(-c3cccc(Nc4ccccc4)c3)n2)cc1	2	9	1.0	-1.6
COc1ccc(NC(=O)CSc2nnc(CNC(=O)c3cc(OC)c(OC)c(OC)c3)n2-c2ccccc2OC)cc1	-3	-7	0.0	1.0
CC1(C)CC(=O)C(C(C2=C(O)CC(C)(C)CC2=O)c2cc(Cl)c(O)c(Cl)c2)C(=O)C1 (stereo not drawn)	6	-3	0.0	0.1
Cc1nc2ccccc2c(=O)n1NC(=O)c1ccc(F)cc1Cl	2	17	0.1	-0.8
CCSC1=N/C(=C/c2ccsc2)C(=O)N1c1ccccc1	7	-10	0.3	-0.1
O=C(Nc1nc2ccc(Br)cc2c(=O)[nH]1)c1ccc(F)cc1	7	-5	-0.1	1.1
Cc1ccc(-c2noc(CNC(=O)CN(C)S(=O)(=O)c3ccc(Cl)cc3)n2)cc1	0	5	-0.1	-0.3
COc1ccc(C2Oc3c(OC)cccc3C3CC(c4ccc(C)o4)=NN32)cc1 (stereo not drawn)	40*	11	-0.1	0.8
C=CCN(C(=O)Nc1ccc(F)cc1)C1CC(=O)N(c2ccc(OC)cc2)C1=O (stereo not drawn)	-1	16	0.3	0.7
Cc1c2cnn(-c3ccccc3)c(=O)c2c(C)n1C(C)C(=O)NCCN(C)C (stereo not drawn)	-5	2	-0.1	-0.7
COCCOC(=O)c1c(C)oc2ccc(NS(=O)(=O)c3cccc4ccccc34)cc12	-2	4	-0.1	-0.5
Cc1cc(Br)ccc1N1C(=N)CC(=O)NCC1=O	0	-8	0.1	-1.9
O=C1CS/C(=N/N=C/c2ccc(-c3ccc([N+](=O)[O-])cc3)o2)N1	9	-8	0.0	-0.7
COc1ccc(C(=O)OCCN2C(=O)c3ccccc3C2=O)cc1	2	-2	-0.1	2.5
C=CCOC(=O)COc1ccc2c(CCC)cc(=O)oc2c1	7	12	0.1	5.8*
C=CCNC(=O)c1ccc([N+](=O)[O-])c(Cl)c1	13	6	0.4	-1.4
CC(C)C(=O)N1CCN(c2ccc(NC(=O)c3cccs3)cc2Cl)CC1	-6	-7	0.3	-0.5
CCC(COC)NC(=O)C1CCN(c2nc(C)c3ccc(C)cc3n2)CC1 (stereo not drawn)	-8	13	-0.1	0.2
O/N=C/c1cn(CC(O)COc2ccc(Cl)cc2)c2ccccc12 (stereo not drawn)	-15	8	0.1	-2.2
CCN(CC)C(=S)Sc1ncnc(N2CC(C)CC(C)C2)c1[N+](=O)[O-] (stereo not drawn)	-3	11	0.1	0.2
Cc1csc(SCCn2c(N3CCCCCC3)nc3c2c(=O)[nH]c(=O)n3C)n1	-8	4	0.3	2.2
COC(=O)c1cn(NC(=O)c2cccc(OC)c2)c(=O)c2ccccc12	-4	15	0.2	-0.8
CC(O)CNc1ncnc2sccc12 (stereo not drawn)	7	0	0.1	1.9

Compounds were not picked by outcome; about 3.4% have a hit in one of these screens.
